CRFBP-R2 agonist: agonists of human CRF-binding protein/CRF-R2 receptor complex; activation, % at 13.2 µM; AID 588473; 0.46% of 350,000 active; HEK293 CRF-R2/CRF-BP, calcium dye fluorescence (FLIPR); percent of saturating CRF peptide response;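 active = activation of at least 50%, plus an integration ratio under a set limit after plate pattern correction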;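 also: plate controls were neutral control wells without compound for no effect and CRF at EC100 for full effect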
IDE inh: inhibitors of human insulin-degrading enzyme in cells; P14735; HEK cells, FAbetaB cleavage, fluorescence polarization; inhibition, % at 5.59 µM; 0.41% of 320,000 active; AID 434962;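 active = percent inhibition above the average of all tested compounds plus 3 SD, set per screening campaign, cut at about 16% in these data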;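 also: IDE supplied by intact live HEK cells; FP after avidin binding of uncleaved biotin substrate so inhibition keeps polarization high; 0% = DMSO wells and 100% = 60 µM reference IDE inhibitor Ii1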
CRFR2-BP antag: antagonists of CRF-binding protein/CRF-R2 receptor complex. HEK293 CRF-R2/CRF-BP, CRF-induced calcium fluorescence. inhibition, % at 11.8 µM. 0.59% of 350,000 active. AID 588475;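 active = inhibition of the ligand-induced calcium signal above about 50% at the single tested concentration, limit read from the data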
M4 antag: antagonists of human muscarinic M4 receptor (CHRM4); P08173; CHO-hM4 cells, ACh EC80, Fluo-8 calcium fluorescence; inhibition, % at 3 µM; 0.73% of 360,000 active; AID 624125;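 active = inhibition above its plate's cutoff, the mean inhibition of sample wells plus 3 SD, cut at about 27% in these data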;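 also: 0% = acetylcholine EC80 with DMSO and 100% = DMSO without agonist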
Target sequence (P08173 whole entry, looked up): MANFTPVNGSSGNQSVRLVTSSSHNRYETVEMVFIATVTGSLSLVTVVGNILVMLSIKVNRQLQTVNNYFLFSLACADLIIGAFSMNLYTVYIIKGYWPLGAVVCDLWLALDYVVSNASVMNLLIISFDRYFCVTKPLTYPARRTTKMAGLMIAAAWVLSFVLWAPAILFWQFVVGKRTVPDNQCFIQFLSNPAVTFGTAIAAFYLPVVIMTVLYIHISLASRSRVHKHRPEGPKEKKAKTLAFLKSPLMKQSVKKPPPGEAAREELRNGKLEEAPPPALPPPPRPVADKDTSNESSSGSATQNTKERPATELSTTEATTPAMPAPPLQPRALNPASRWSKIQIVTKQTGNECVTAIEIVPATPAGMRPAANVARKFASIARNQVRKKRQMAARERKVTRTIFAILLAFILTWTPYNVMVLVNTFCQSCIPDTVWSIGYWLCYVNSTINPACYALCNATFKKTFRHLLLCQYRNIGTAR
CHRM4 agonist: CHRM4 agonism in calcium assay; CHO-K1 hM4/Gqi5, Fluo-8 calcium fluorescence; vehicle 0%, full acetylcholine response 100%; activation, % at 3 µM; 0.14% of 360,000 active;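 active = activation above the run mean over all test wells plus 3 SD, cut at about 32% in these data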;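 also: peak over basal fluorescence ratio per well then scaled between controls; 0% = DMSO wells and 100% = acetylcholine at EC100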
M5 ag: agonists of human muscarinic M5 receptor (CHRM5) | P08912 | CHO-K1 hM5 cells, Fluo-8 calcium fluorescence; 0% DMSO wells, 100% maximal acetylcholine response | activation, % at 3 µM | 0.19% of 360,000 active;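 active = activation above the run's mean over test compounds plus 3 SD, cut at about 23% in these data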;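 also: signal is peak over basal fluorescence ratio across the kinetic read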
Target sequence (P08912 whole entry, looked up): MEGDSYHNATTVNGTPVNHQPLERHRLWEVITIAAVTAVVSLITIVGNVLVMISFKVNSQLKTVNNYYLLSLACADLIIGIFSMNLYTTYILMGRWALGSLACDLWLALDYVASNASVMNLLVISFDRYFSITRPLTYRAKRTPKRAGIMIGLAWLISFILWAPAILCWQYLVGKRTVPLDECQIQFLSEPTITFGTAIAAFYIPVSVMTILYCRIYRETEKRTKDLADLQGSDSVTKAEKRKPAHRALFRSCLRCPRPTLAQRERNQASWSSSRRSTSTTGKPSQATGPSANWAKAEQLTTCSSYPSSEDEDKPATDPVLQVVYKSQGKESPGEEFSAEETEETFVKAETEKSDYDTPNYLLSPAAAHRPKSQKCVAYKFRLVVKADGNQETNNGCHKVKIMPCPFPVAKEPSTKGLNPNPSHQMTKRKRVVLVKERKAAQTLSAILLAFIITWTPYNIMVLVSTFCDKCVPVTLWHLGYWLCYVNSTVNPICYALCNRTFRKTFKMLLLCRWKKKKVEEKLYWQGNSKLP
CHRM4 PAM: positive allosteric modulators of human muscarinic M4 receptor; P08173; CHO-K1 hM4/Gqi5, Fluo-8 calcium fluorescence, ACh EC20; 0% = ACh EC20, 100% = maximal ACh; 0.4% of 360,000 active; activation, % at 3 µM;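 active = activation above its plate's cutoff, the mean activation of sample wells plus 3 SD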; also: some results filed as inactive read as strong as hits
M5 antag: blocks acetylcholine activation of human M5 receptor. P08912. CHO-hM5 cells, Fluo-8 calcium fluorescence, ACh EC80. inhibition, % at 3 µM. 0.59% of 360,000 active;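 active = inhibition above a per-plate cutoff, the mean of that plate's test compounds plus 3 SD, cut at about 27% in these data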;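 also: 0% = acetylcholine EC80 with DMSO and 100% = DMSO without agonist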
CHRM5 PAM: positive allosteric modulators of human muscarinic M5 receptor | 0.3% of 360,000 active | activation, % at 3 µM | CHO-K1 hM5, Fluo-8 calcium, ACh EC20 PAM; 0% = ACh EC20, 100% = ACh EC100;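 active = activation above the run cutoff, the mean activation of all test compounds plus 3 SD, cut at about 18% in these data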
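System – CHO-K1 hM5 cells · Compound – 3 µM, single dose · Incubation – compound preincubation 140 s before EC20 acetylcholine addition · Technique – Fluo-8 calcium fluorescence · Measure – Max/basal fluorescence ratio as % of EC20–EC100 ACh window · Benchmarks – low control EC20 acetylcholine (0%), high control EC100 acetylcholine (100%) · Replication – singlicate, one well per test compound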
Starred values were filed as active, the others as inactive. Rows are unselected (roughly 2.9% active in at least one column).

CNc1ccc2ncc(-c3ccccc3C(C)=O)n2n1 was read as M4 antag -1, CHRM4 agonist 1, M5 ag 1, CHRM4 PAM 2, M5 antag 4 and CHRM5 PAM -1.
Screening Cc1cc(C)n2nc(C(=O)NCc3ccccc3)nc2n1 returned CRFBP-R2 agonist -1.1, IDE inh -2, CRFR2-BP antag 3, M4 antag 0, CHRM4 agonist 0, M5 ag 1, CHRM4 PAM -4, M5 antag 0 and CHRM5 PAM -2.
Cc1nnc(NC(=O)CSc2ncnc3scc(-c4ccccc4)c23)s1 was read as CRFBP-R2 agonist 2.1, IDE inh -6, CRFR2-BP antag 1, M4 antag 4, CHRM4 agonist 0, M5 ag -1, CHRM4 PAM 8, M5 antag -2 and CHRM5 PAM 0.
COc1ccc(N2C(=O)C3CCCCC3C2=O)cc1NC(=O)c1ccccc1 (stereo unspecified) was read as CRFBP-R2 agonist 0.1, IDE inh 6, CRFR2-BP antag 27, M4 antag 0, CHRM4 agonist 1, M5 ag -4, CHRM4 PAM 0, M5 antag -4 and CHRM5 PAM -6.
Screening CCOC(=O)[C@]12CCC=C1N(Cc1ccc3c(c1)OCO3)C(=O)[C@H](CC(=O)NCc1cccs1)C2 returned M4 antag -6, CHRM4 agonist 1, M5 ag -1, CHRM4 PAM 9, M5 antag 0 and CHRM5 PAM -2.
Cc1cc(C)nc(N2CCC(C(=O)NC3CC3)CC2)n1 was read as CRFBP-R2 agonist -1.1, IDE inh 4, CRFR2-BP antag 16, M4 antag -13, CHRM4 agonist 2, M5 ag -2, CHRM4 PAM -3, M5 antag -3 and CHRM5 PAM 7.
For O=C(Nc1nnc(CCN2CCOCC2)s1)C1CCCCC1 the results were CRFBP-R2 agonist 0.7, IDE inh 4, CRFR2-BP antag 9, M4 antag 8, CHRM4 agonist 0, M5 ag 1, CHRM4 PAM -2, M5 antag 2 and CHRM5 PAM -1.
`CCCC(CCC)c1nc2ccncc2[nH]1` gave CRFBP-R2 agonist -2.2, IDE inh 5, CRFR2-BP antag 17, M4 antag 7, CHRM4 agonist 1, M5 ag -3, CHRM4 PAM -3, M5 antag 2 and CHRM5 PAM -4.
Screening CC(=O)c1ccc(N2CCC(c3cc(-c4ccc(Cl)cc4Cl)n[nH]3)CC2)c([N+](=O)[O-])c1 returned CRFBP-R2 agonist 0.6, IDE inh -1, CRFR2-BP antag -5, M4 antag 34*, CHRM4 agonist 6, M5 ag -1, CHRM4 PAM -16, M5 antag 16 and CHRM5 PAM -10.
For O=[N+]([O-])c1cccc(S(=O)(=O)NCC2CCCO2)c1 (stereo unspecified) the results were CRFBP-R2 agonist -0.8, IDE inh -3, CRFR2-BP antag 3, M4 antag 0, CHRM4 agonist 1, M5 ag 1, CHRM4 PAM 4, M5 antag 0 and CHRM5 PAM -2.
Cc1ccccc1NC(=O)c1ccc(F)c(S(=O)(=O)N2CCN(c3ccccn3)CC2)c1 was read as CRFBP-R2 agonist 0.4, IDE inh 3, CRFR2-BP antag -17, M4 antag 8, CHRM4 agonist 11, M5 ag 2, CHRM4 PAM -9, M5 antag 15 and CHRM5 PAM -19.
For O=C(O)COc1ccc(/C=N/NC(=O)C2CCCN2S(=O)(=O)c2ccc(Cl)cc2)cc1 (stereo unspecified) the results were CRFBP-R2 agonist 3.0, IDE inh 1, CRFR2-BP antag -23, M4 antag 2, CHRM4 agonist 1, M5 ag -2, CHRM4 PAM -2, M5 antag -17 and CHRM5 PAM 0.

2 compounds drawn at random from the list so far, as already listed:
Screening CCOC(=O)[C@]12CCC=C1N(Cc1ccc3c(c1)OCO3)C(=O)[C@H](CC(=O)NCc1cccs1)C2 returned M4 antag -6, CHRM4 agonist 1, M5 ag -1, CHRM4 PAM 9, M5 antag 0 and CHRM5 PAM -2.
Screening CC(=O)c1ccc(N2CCC(c3cc(-c4ccc(Cl)cc4Cl)n[nH]3)CC2)c([N+](=O)[O-])c1 returned CRFBP-R2 agonist 0.6, IDE inh -1, CRFR2-BP antag -5, M4 antag 34*, CHRM4 agonist 6, M5 ag -1, CHRM4 PAM -16, M5 antag 16 and CHRM5 PAM -10.

The results go on.
`O=C(NCCc1c[nH]c2ccc(Cl)cc12)c1cccnc1` gave CRFBP-R2 agonist 3.1, IDE inh 4, CRFR2-BP antag 32, M4 antag -21, CHRM4 agonist 16, M5 ag 5, CHRM4 PAM 4, M5 antag -4 and CHRM5 PAM -10.
For O=C(CSc1nnc(COc2ccccc2)n1Cc1ccco1)Nc1ccc2c(c1)OCCO2 the results were CRFBP-R2 agonist 0.2, IDE inh 3, CRFR2-BP antag 4, M4 antag 0, CHRM4 agonist 4, M5 ag 4, CHRM4 PAM -10, M5 antag -2 and CHRM5 PAM -5.
Screening CC(C)CCNC(=O)Cn1cc2c(n1)CCCCC2 returned CRFBP-R2 agonist 0.2, IDE inh 2, CRFR2-BP antag 4, M4 antag -1, CHRM4 agonist 0, M5 ag 1, CHRM4 PAM 3, M5 antag 0 and CHRM5 PAM 0.
Screening CC(O)c1c(-c2ccccc2)nn(C)c1Cl (stereo unspecified) returned CRFBP-R2 agonist -0.2, IDE inh -2, CRFR2-BP antag 7, M4 antag -5, CHRM4 agonist 1, M5 ag -2, CHRM4 PAM 4, M5 antag -11 and CHRM5 PAM 5.
`CC(c1ccncn1)N(C)Cc1nc(Cc2ccccc2F)no1` (stereo unspecified) gave CRFBP-R2 agonist 3.6, IDE inh -5, CRFR2-BP antag 5, M4 antag -4, CHRM4 agonist 1, M5 ag 2, CHRM4 PAM 7, M5 antag 4 and CHRM5 PAM 0.
COC1CCCCC1Nc1cc(C)ccc1C (stereo unspecified) was read as CRFBP-R2 agonist -1.1, IDE inh 1, CRFR2-BP antag 11, M4 antag -10, CHRM4 agonist 0, M5 ag -3, CHRM4 PAM 7, M5 antag -13 and CHRM5 PAM 3.
`Clc1ccc(Cl)c(OCCN2CCOCC2)c1` gave CRFBP-R2 agonist 0.0, IDE inh -2, CRFR2-BP antag 0, M4 antag 8, CHRM4 agonist 2, M5 ag -7, CHRM4 PAM 4, M5 antag -3 and CHRM5 PAM 5.
Screening C[C@H]1[C@H](C)CC[C@]2(C)CC[C@]3(C)C(=CC(=O)C4[C@@]5(C)CC[C@H](O)C(C)(C)C5CC[C@]43C)[C@H]12 (stereo partly specified) returned CRFBP-R2 agonist 4.2, IDE inh -6, CRFR2-BP antag -38, M4 antag 1, CHRM4 agonist 0, M5 ag 2, CHRM4 PAM 9, M5 antag 8 and CHRM5 PAM 3.
Screening O=C(NCCCN1CCOCC1)c1ccc(CS(=O)(=O)c2cccc(C(F)(F)F)c2)o1 returned CRFBP-R2 agonist -0.3, IDE inh -1, CRFR2-BP antag 11, M4 antag -2, CHRM4 agonist 1, M5 ag 1, CHRM4 PAM 5, M5 antag -6 and CHRM5 PAM -3.
Screening CCOc1cc2c(cc1OCC)C(C(=O)O)C(c1cc(Br)c(O)c(OC)c1)N(C)C2=O (stereo unspecified) returned CRFBP-R2 agonist -1.3, IDE inh 1, CRFR2-BP antag 14, M4 antag -5, CHRM4 agonist 0, M5 ag -5, CHRM4 PAM 5, M5 antag -2 and CHRM5 PAM 2.
Screening Cc1ccccc1CC1(C)C(=O)Nc2ccc(S(=O)(=O)NC3CCCCC3)cc21 (stereo unspecified) returned M4 antag 10, CHRM4 agonist 1, M5 ag -2, CHRM4 PAM -3, M5 antag 0 and CHRM5 PAM -4.
`CCOc1ccc2cc(C3CC(c4ccco4)=NN3S(=O)(=O)c3ccccc3)c(Cl)nc2c1` (stereo unspecified) gave CRFBP-R2 agonist 1.6, IDE inh 10, CRFR2-BP antag -2, M4 antag -2, CHRM4 agonist 0, M5 ag -1, CHRM4 PAM -23, M5 antag -3 and CHRM5 PAM -5.
CCN(CC)C(=S)SC1=CCS(=O)(=O)C1 was read as CRFBP-R2 agonist 3.2, IDE inh 0, CRFR2-BP antag -2, M4 antag 8, CHRM4 agonist 0, M5 ag -2, CHRM4 PAM -2, M5 antag 10 and CHRM5 PAM -3.
COc1cccc(-n2c(SCC(N)=O)nnc2-c2ccco2)c1 was read as CRFBP-R2 agonist -0.5, CRFR2-BP antag 4, M4 antag -22, CHRM4 agonist 0, M5 ag -3, CHRM4 PAM 1, M5 antag -1 and CHRM5 PAM -12.
Screening COc1cccc2[nH]c3c(N4CCC(C)CC4)ncnc3c12 returned CRFBP-R2 agonist -5.7, IDE inh 2, CRFR2-BP antag -18, M4 antag -2, CHRM4 agonist 3, M5 ag 0, CHRM4 PAM 3, M5 antag 4 and CHRM5 PAM -6.
Screening Cc1ccccc1S(=O)(=O)N1C[C@H]2CON(C)[C@H]2C[C@H]1c1cccc(-c2ccccc2)c1 returned CRFBP-R2 agonist 0.2, CRFR2-BP antag 10, M4 antag -5, CHRM4 agonist 1, M5 ag -1, CHRM4 PAM 3, M5 antag 0 and CHRM5 PAM 4.
`CCn1nnnc1SCC(=O)Nc1nnc(C(C)C)s1` gave CRFBP-R2 agonist 1.8, IDE inh 0, CRFR2-BP antag 19, M4 antag -1, CHRM4 agonist 1, M5 ag -1, CHRM4 PAM 7, M5 antag -5 and CHRM5 PAM -1.
CN(/N=C/c1ccc(O)cc1O)c1nc(-c2ccccc2)cc(-c2ccccc2)n1 was read as CRFBP-R2 agonist 2.9, IDE inh -3, CRFR2-BP antag -51, M4 antag -7, CHRM4 agonist 1, M5 ag -1, CHRM4 PAM 18, M5 antag -5 and CHRM5 PAM 3.
Cc1cc(C)n(Cc2cnc(N3CCOCC3)s2)n1 was read as CRFBP-R2 agonist 0.2, IDE inh -2, CRFR2-BP antag 18, M4 antag -1, CHRM4 agonist 1, M5 ag 0, CHRM4 PAM -3, M5 antag 6 and CHRM5 PAM -1.
`O=S1(=O)N=C(Nc2ccc(N3CCOCC3)cc2)c2ccccc21` gave CRFBP-R2 agonist -0.8, IDE inh -4, CRFR2-BP antag -1, M4 antag -14, CHRM4 agonist 4, M5 ag 1, CHRM4 PAM 5, M5 antag -1 and CHRM5 PAM -2.
`CC(C)N1CC(C(=O)Nc2ccc(Br)c(Cl)c2)CC1=O` (stereo unspecified) gave CRFBP-R2 agonist 0.3, IDE inh 2, CRFR2-BP antag 60*, M4 antag 1, CHRM4 agonist 2, M5 ag -2, CHRM4 PAM 1, M5 antag -1 and CHRM5 PAM -12.
`CN(C)c1ccc(/C=N/NC(=O)CNC(=O)c2ccco2)cc1` gave CRFBP-R2 agonist -0.2, IDE inh 0, CRFR2-BP antag 13, M4 antag 1, CHRM4 agonist 1, M5 ag -1, CHRM4 PAM -5, M5 antag 7 and CHRM5 PAM 3.
Screening CC1=NNC(=O)C(CC(=O)Nc2ccc(Cl)c(Cl)c2)C1 (stereo unspecified) returned CRFBP-R2 agonist -2.5, IDE inh -3, CRFR2-BP antag -44, M4 antag 15, CHRM4 agonist 5, M5 ag -2, CHRM4 PAM 5, M5 antag 14 and CHRM5 PAM -6.
For Cc1cc(CNC(=O)COC(=O)C2CC3CCCC(C2)C3=O)cc(C)c1O (stereo unspecified) the results were CRFBP-R2 agonist -3.1, IDE inh 5, CRFR2-BP antag 7, M4 antag -1, CHRM4 agonist 1, M5 ag -1, CHRM4 PAM 2, M5 antag 13 and CHRM5 PAM -1.
Screening CCC(NC(=O)Cc1c(C)c2cc3c(cc2oc1=O)OC(C)(C)CC3)C(=O)O (stereo unspecified) returned CRFBP-R2 agonist 0.4, IDE inh -2, CRFR2-BP antag 6, M4 antag -6, CHRM4 agonist 1, M5 ag 1, CHRM4 PAM 5, M5 antag 1 and CHRM5 PAM 1.

Bioassay records from PubChem.
